Compound activity: PubChem BioAssay, MTDP
RNase H inhibition: RNase H inhibition, HIV 1 Gag Pol polyprotein, FRET biochemical assay, screening (AID 372) | HIV-1 RT RNase H, FRET RNA/DNA substrate fluorescence; higher % means a stronger effect | one-dose inhibition, % at 10 µM; IC50 in µM for titrated hits | 100,000 tested, 0.77% active; in the data active = inhibition above about 50%
Starred values were filed as active, the others as inactive. Not all compounds are listed, so the mix of outcomes need not match the whole.

| SMILES | RNase H inhibition |
| --- | --- |
| CC1=NN(c2ccccc2)C(=O)C1C(c1cccc([N+](=O)[O-])c1)C1C(=O)N(c2ccccc2)N=C1C (centres undefined) | 12% |
| O=c1/c(=C/c2ccco2)sc2n1CN(c1ccc([N+](=O)[O-])cc1)CN=2 | 22% |
| O=C1c2ccccc2C(=O)c2c(NCCO)ccc(NCCO)c21 | 13% |
| O=C(c1ccccc1Cl)c1coc2ccc(Cl)cc2c1=O | 22% |
| O=C(NCC1CCS(=O)(=O)C1)OC1CCCCC1 (centres undefined) | 8% |
| COc1ccc(C(=O)N2CCN(Cc3ccccc3)CC2)cc1[N+](=O)[O-] | 4% |
| CC1(C)CC(NC(=O)c2cccc(Cl)c2)CC(C)(C)N1 | 2% |
| O=C1c2cccc3cccc(c23)C(=O)N1CCCCO | 21% |
| CCCSc1nnc(NC(=O)Nc2ccc(Cl)cc2)s1 | 17% |
| N#C/C(=C/c1ccc(-c2ccc(C(=O)O)c(Cl)c2)o1)C(=O)Nc1ccccc1 | 7% |
| CN1C(=O)N(C)C2(c3ccccc3)N(C)C(=O)N(C)C12c1ccccc1 (centres undefined) | 0% |
| O=C(Oc1ccc(Br)cc1/C=N/NC(=O)c1ccccn1)c1ccc(Br)cc1 | 12% |
| COc1cc(C2C3=C(CC(C)(C)CC3=O)OC3=C2C(=O)CC(C)(C)C3)cc(Br)c1O | 17% |
| O=C(COc1ccc(Cl)cc1Br)N/N=C/c1cccc(OC(=O)c2cccs2)c1 | 9% |
| COC(=O)c1ccc(-c2ccc(C=C3C(=O)N(C)C(=O)N(C)C3=O)o2)cc1 | 2% |

| SMILES | RNase H inhibition |
| --- | --- |
| CCCCOc1ccc2c(C)c(CC)c(=O)oc2c1C | 14% |
| CCOc1cc(C=O)cc(Br)c1OCc1ccccc1Cl | 29% |
| Cc1ccc(C(=O)N2CC(C)OC(C)C2)cc1[N+](=O)[O-] (centres undefined) | 1% |
| COC(=O)c1ccc(Cl)c(NC(=O)C(C)NC(=O)C(c2ccccc2)c2ccccc2)c1 (centres undefined) | 15% |
| O=C(O)c1ccc(-n2c(/C=C/c3ccc([N+](=O)[O-])cc3)nc3ccccc3c2=O)cc1 | 10% |
| Cc1cccc(C(=O)Nc2cccc([N+](=O)[O-])c2C)c1 | 3% |
| CCOc1ccccc1NC(=O)CN(c1ccc(OC)c(Cl)c1)S(C)(=O)=O | 2% |
| O=C(N/N=C/C1CC=CCC1)c1cc(Br)ccc1O (centres undefined) | 4% |
| CCc1nc2c(c(=O)[nH]1)C1(CCCC1)Cc1ccccc1-2 | 12% |
| Cc1cccc(NC(=O)Cc2ccc(-c3ccccc3)cc2)c1C | 0% |
| Cc1cc2nc(-c3ccc(NC(=S)NC(=O)c4cc5ccccc5o4)cc3)oc2cc1C | 5% |
| COc1ccc(C(=O)N2CCCCC2)c(OC)c1 | 13% |
| CCC(C)OC(=O)C1=C(C)NC(=O)NC1c1cccc([N+](=O)[O-])c1 (centres undefined) | 8% |
| COc1ccc(N2C(=O)CC(Nc3ccc(Cl)cc3)C2=O)cc1 (centres undefined) | 25% |
| Cc1nc(-c2ccccc2)nc(N/N=C/c2ccc(F)cc2)c1C | 3% |

| SMILES | RNase H inhibition |
| --- | --- |
| COc1ccc(C(=O)Nc2ccccc2SC)cc1 | 19% |
| O=C(Nc1ccc(Cl)c(-c2nc3c(ccc4ccccc43)o2)c1)c1ccccc1[N+](=O)[O-] | 14% |
| O=S(=O)(c1ccc(Cl)c(Cl)c1)N1CCN(Cc2ccccc2)CC1 | 17% |
| COc1cc(/C=N\Nc2cc(N(C)C)nc(N(C)C)n2)ccc1O | 7% |
| Cc1ccccc1C(=O)Nc1nc2ccc(Br)cc2s1 | 24% |
| CCc1ccc(/C=C2/SC(=S)N(CCC(=O)O)C2=O)cc1 | 8% |
| O=C(COc1ccccc1)Nc1cc(C(=O)O)cc(C(=O)O)c1 | 0% |
| COc1ccc(OC)c(NC(=O)C(=O)NN=C2CCN(C)CC2)c1 | 9% |
| COc1cc(SC)ccc1C(=O)N1CCCC(C)C1 (centres undefined) | 1% |
| O=C(CN1C(=O)/C(=C/c2ccccc2)SC1=S)Nc1ccccc1C(=O)O | 3% |
| CCc1cc(=O)oc2cc(OCC(=O)O)ccc12 | 20% |
| COc1ccc2c(c1)c(=O)oc1cc(OCC(=O)OC(C)(C)C)ccc12 | 5% |
| O=C(CCC(=O)c1ccc(F)cc1)Nc1ccccc1F | 15% |
| COc1ccc(/C=C(\C#N)C(=O)NCC2CCCO2)cc1 (centres undefined) | 4% |
| CC(Oc1ccccc1)C(=O)N1CCN(c2ccc([N+](=O)[O-])cc2)CC1 (centres undefined) | 7% |

| SMILES | RNase H inhibition |
| --- | --- |
| COc1ccc(N(CC(=O)N2CCN(C)CC2)S(C)(=O)=O)cc1 | 0% |
| COc1ccc(OC)c(S(=O)(=O)n2nnc3ccccc32)c1 | 3% |
| Cc1nonc1N=NN(CC(=O)Nc1ccccc1Cl)c1nonc1C | 35% |
| COc1ccc(N(CC(=O)NCCSCc2ccc(Cl)cc2)S(=O)(=O)c2ccccc2)cc1 | 5% |
| Cc1nn2c(C(F)(F)F)cc(-c3ccc(Cl)cc3)nc2c1C(=O)NCc1ccco1 | 16% |
| O=C(c1ccc2nc3c4ccccc4c4ccccc4c3nc2c1)N1CCOCC1 | 2% |
| O=C(Nc1ccc(Cl)cn1)c1ccc(OCc2ccccc2)cc1 | 5% |
| O=c1cc2oc3cc(O)c(O)cc3c(-c3ccccc3[N+](=O)[O-])c-2cc1O | 69%* |
| CCCCCC(=C/c1ccccc1)/C=N/NC(N)=O | 19% |
| O=C1CSC(c2cn(-c3ccccc3)nc2-c2ccccc2)N1Cc1ccc(Cl)cc1 (centres undefined) | 15% |
| COc1ccc(O)c(-c2cc(-c3ccc(Br)cc3)n[nH]2)c1 | 23% |
| CC(C)(C)c1ccccc1OCCCCSC#N | 16% |
| COc1ccc(C2Nc3ccccc3C(=O)N2Cc2ccccc2)cc1Cn1nc(C)c([N+](=O)[O-])c1C (centres undefined) | 15% |
| COc1ccc(C(=O)c2ccc(Cl)cc2)c2ccccc12 | 17% |
| COc1ccc(Nc2ccc(C(=O)N/N=C/C=C/c3ccc([N+](=O)[O-])o3)cc2S(=O)(=O)C(F)F)cc1 | 15% |

| SMILES | RNase H inhibition |
| --- | --- |
| CN1CCN(NC(=O)c2ccc(C(C)(C)C)cc2)CC1 | 14% |
| CC(NS(=O)(=O)c1ccc(Br)cc1)c1ccccc1 (centres undefined) | 10% |
| CCOc1ccccc1OCCOCCOc1c(C)cc(Br)cc1C | 27% |
| O=C(Nc1ccc2ccccc2c1)/C(=C\c1cccc([N+](=O)[O-])c1)NC(=O)c1ccccc1 | 24% |
| NC(=O)c1ccccc1NC(=O)c1cc([N+](=O)[O-])ccc1Cl | 6% |
| Clc1cccc(N2CCN(Cc3cc(Br)cs3)CC2)c1 | 2% |
| COc1cc(/C=C2\SC(=S)N(c3cccc(F)c3)C2=O)cc(Br)c1O | 37% |
| CCCOc1ccc(/C=C2\C(=O)NN(c3ccccc3)C2=O)cc1OC | 0% |
| O=C(Nc1ccccc1)c1ccc(NC(=O)c2cc(Br)ccc2Cl)cc1 | 10% |
| O=C1/C(=C/c2cn(-c3ccccc3)nc2-c2ccco2)SC(=S)N1C1CCS(=O)(=O)C1 (centres undefined) | 34% |
| CSc1ccc(C2Nc3ccc4ccccc4c3C3=C2C(=O)CC(C)(C)C3)cc1 (centres undefined) | 17% |
| C=CCN1C(=O)/C(=C/c2cn(Cc3cccc4ccccc34)c3ccccc23)SC1=S | 6% |
| CCOC(=O)C1=C(C)N=c2s/c(=C\c3cccc(OC)c3)c(=O)n2C1c1ccc2c(c1)OCO2 (centres undefined) | 4% |
| O=c1[nH]c(=O)n(Cc2ccccc2)cc1I | 3% |
| CCOC(=O)C1=C(C)N=c2s/c(=C/c3cc(C)n(-c4ccc(Br)cc4)c3C)c(=O)n2C1c1cccs1 (centres undefined) | 11% |

18 structures already listed, sorted by formula weight, ascending:
| SMILES | RNase H inhibition |
| --- | --- |
| CN1CCN(NC(=O)c2ccc(C(C)(C)C)cc2)CC1 | 14% |
| COc1ccc(/C=C(\C#N)C(=O)NCC2CCCO2)cc1 (centres undefined) | 4% |
| CC1(C)CC(NC(=O)c2cccc(Cl)c2)CC(C)(C)N1 | 2% |
| COc1ccc(OC)c(S(=O)(=O)n2nnc3ccccc32)c1 | 3% |
| O=C1c2ccccc2C(=O)c2c(NCCO)ccc(NCCO)c21 | 13% |
| O=c1[nH]c(=O)n(Cc2ccccc2)cc1I | 3% |
| COc1cc(/C=N\Nc2cc(N(C)C)nc(N(C)C)n2)ccc1O | 7% |
| COc1ccc(O)c(-c2cc(-c3ccc(Br)cc3)n[nH]2)c1 | 23% |
| COC(=O)c1ccc(-c2ccc(C=C3C(=O)N(C)C(=O)N(C)C3=O)o2)cc1 | 2% |
| N#C/C(=C/c1ccc(-c2ccc(C(=O)O)c(Cl)c2)o1)C(=O)Nc1ccccc1 | 7% |
| O=C(O)c1ccc(-n2c(/C=C/c3ccc([N+](=O)[O-])cc3)nc3ccccc3c2=O)cc1 | 10% |
| O=C(Nc1ccccc1)c1ccc(NC(=O)c2cc(Br)ccc2Cl)cc1 | 10% |
| Cc1nn2c(C(F)(F)F)cc(-c3ccc(Cl)cc3)nc2c1C(=O)NCc1ccco1 | 16% |
| Cc1cc2nc(-c3ccc(NC(=S)NC(=O)c4cc5ccccc5o4)cc3)oc2cc1C | 5% |
| O=C1/C(=C/c2cn(-c3ccccc3)nc2-c2ccco2)SC(=S)N1C1CCS(=O)(=O)C1 (centres undefined) | 34% |
| CCOC(=O)C1=C(C)N=c2s/c(=C\c3cccc(OC)c3)c(=O)n2C1c1ccc2c(c1)OCO2 (centres undefined) | 4% |
| O=C(COc1ccc(Cl)cc1Br)N/N=C/c1cccc(OC(=O)c2cccs2)c1 | 9% |
| COc1ccc(Nc2ccc(C(=O)N/N=C/C=C/c3ccc([N+](=O)[O-])o3)cc2S(=O)(=O)C(F)F)cc1 | 15% |

More records
| SMILES | RNase H inhibition |
| --- | --- |
| CC(C)(C)c1ccc(OCC(=O)Nc2cccc(C(=O)Nc3nccs3)c2)cc1 | 19% |
| CCOC(=O)c1ccccc1NC(=O)c1cccc([N+](=O)[O-])c1 | 0% |
| COc1ccc(N2C(=O)/C(=C/c3cc(Cl)c(OC)c(Cl)c3)C(=O)NC2=S)cc1 | 24% |
| O=C(Nc1ccccc1)Nc1ccc(OC(F)(F)F)cc1 | 9% |
| COc1cc(/C=N\NS(=O)(=O)c2ccc3ccccc3c2)ccc1OCc1cccc(C(=O)O)c1 | 6% |
| COc1ccc(C=Nc2ccc(Cl)c(Cl)c2)c2ccccc12 | 32% |
| CCOc1ccccc1NC(=O)c1c(NC(=S)Nc2ccccc2)sc2c1CCCCC2 | 11% |
| COc1cc(C(=O)NCc2ccccc2)c([N+](=O)[O-])cc1OC | 11% |
| COc1ccc(OC)c(/C=N/Nc2nc(C)c(C)s2)c1 | 0% |
| O=C(NC(=S)Nc1ccc(Cl)c([N+](=O)[O-])c1)c1ccccc1Cl | 7% |
| Cc1ccc(OCc2nnc(NC(=O)c3ccccc3)s2)cc1C | 12% |
| CC1=C(C(=O)Nc2cc(Cl)ccc2C)C(c2cccc(Br)c2)NC(=S)N1 (centres undefined) | 48% |
| O=C(COc1ccc(Cl)cc1Cl)N=Nc1c(O)[nH]c2ccc([N+](=O)[O-])cc12 | 2% |
| CC(C)Sc1nc2ccc(N3C(=O)C4CCCCC4C3=O)cc2s1 (centres undefined) | 9% |
| O=C(O)CCN1C(=O)/C(=C/c2cn(-c3ccccc3)nc2-c2cccc([N+](=O)[O-])c2)SC1=S | 1% |

structure | RNase H inhibition
COc1ccc(-c2csc(/C(C#N)=C/c3ccc(I)cc3)n2)cc1OC | 10%
CCN(CC)c1ccc(C2NCC(c3ccc([N+](=O)[O-])cc3)O2)cc1 (centres undefined) | 13%
Cc1ccc(CNC(=O)C(=O)Nc2ccc(F)cc2)cc1 | 10%
CCOC(=O)C1C(=O)CC(C)(O)C(C(=O)OCC)C1c1ccc(OC)c(OC)c1 (centres undefined) | 6%
Cc1ccc(NN2C(=O)c3cccc4cccc(c34)C2=O)cc1 | 0%
O=[N+]([O-])c1ccc2c(c1)C1C=CCC1C(c1cccc(Cl)c1Cl)N2 (centres undefined) | 14%
COC(C(=O)N/N=C/c1cc([N+](=O)[O-])ccc1Cl)c1ccccc1 (centres undefined) | 10%
CC(NC(=O)Nc1cccc(C(F)(F)F)c1)c1nc2ccccc2[nH]1 (centres undefined) | 9%
CCN(CC)c1ccc(N2C(=O)/C(=C/c3ccc(C(=O)OC)cc3)SC2=S)cc1 | 10%
Cc1ccc(-n2c(C)nc(=O)c(-c3ccccc3)c2C)cc1 | 3%
CCCNC(=O)OCC12CC3CC(CC(C3)C1)C2 | 35%
CC(=O)c1ccc2c(c1)c1cc(C(C)=O)ccc1n2C(C)=O | 7%
Cc1ccc(C(C)C)c(OCc2nnc(NC(=O)Nc3ccccc3)s2)c1 | 4%
O=C1C=CC(=O)N1c1ccc([N+](=O)[O-])cc1Br | 0%
COC(=O)c1ccc(/C=N/Nc2nc(C)c(C)s2)cc1 | 20%
COc1ccc(C(=O)Nc2cccc(-c3nc4ccc(C)cc4o3)c2)cc1Br | 8%
CCOC(=O)CSc1nc(N)nc(C)c1Br | 5%
C/C(=N\NC(=O)c1cc(C)[nH]n1)c1ccc(C)cc1 | 8%
Cc1c(Cl)cccc1NC(=O)C(=O)NCc1ccc(F)cc1 | 23%
O=C(NC(C(=O)O)C12CC3CC(CC(C3)C1)C2)c1ccc([N+](=O)[O-])cc1 (centres undefined) | 6%

structure | RNase H inhibition
Cc1ccc(C)c(COc2ccc3c4c(c(=O)oc3c2)CCC4)c1 | 0%
CCc1nn(-c2ccccc2)c2nc(-c3cccc(Cl)c3)c3cc(OC)c(OC)cc3c12 | 2%
C=CCNC(=O)/C=C/c1ccc(OCC)c(OC)c1 | 0%
COCCOC(=O)c1ccc(NC(=O)c2ccc(C(C)(C)C)cc2)cc1 | 3%
CCOC(=O)/C(C(=Nc1ccccc1)Nc1ccccc1)=C(\C)O | 3%
COc1ccc(OCCCCOc2ccccc2OC)cc1 | 8%
CN1C(=O)/C(=C2\SC(=S)N(C(CC(=O)O)C(=O)O)C2=O)c2ccccc21 (centres undefined) | 6%
Cc1occc1C(=O)Nc1ccc(F)cc1F | 0%
CC(C)(C)c1ccc(-c2nc3cc(NC(=S)NC(=O)c4ccccc4Cl)ccc3o2)cc1 | 1%
